Screening data as filed in PubChem BioAssay.
Apoferritin bind = binds horse apoferritin like a general anesthetic; P02791; apoferritin/1-aminoanthracene competitive binding, fluorescence; Potency, µM (doses to about 77.5 µM), for the others: at the top dose activity change, negative = displacement, actives largely listed as inhibitors; 0.074% of 350,000 active; note: % is set by controls: 0 for no effect and ±100 for the full control effect; nearly all actives have a fitted effect of over 20% in size
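10 uM apoferritin + 50% sat. 1-AMA, PBS; cpd 10 min RT; Ex380/Em535 endpoint; normalized to free probe vs complex; 4-param Hill fit; propofol titration as pos. ctrl.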
Pol eta inh = DNA polymerase eta (human) inhibition. Q9Y253. recombinant Pol eta, fluorescent DNA replication assay. Potency, µM (series often up to 114 µM), without a hit: top-dose activity change, negative = inhibition, usual class: inhibitors. 1.2% of 390,000 active; note: % is set by controls: 0 for no effect and ±100 for the full control effect
Target sequence (Q9Y253 whole entry, looked up): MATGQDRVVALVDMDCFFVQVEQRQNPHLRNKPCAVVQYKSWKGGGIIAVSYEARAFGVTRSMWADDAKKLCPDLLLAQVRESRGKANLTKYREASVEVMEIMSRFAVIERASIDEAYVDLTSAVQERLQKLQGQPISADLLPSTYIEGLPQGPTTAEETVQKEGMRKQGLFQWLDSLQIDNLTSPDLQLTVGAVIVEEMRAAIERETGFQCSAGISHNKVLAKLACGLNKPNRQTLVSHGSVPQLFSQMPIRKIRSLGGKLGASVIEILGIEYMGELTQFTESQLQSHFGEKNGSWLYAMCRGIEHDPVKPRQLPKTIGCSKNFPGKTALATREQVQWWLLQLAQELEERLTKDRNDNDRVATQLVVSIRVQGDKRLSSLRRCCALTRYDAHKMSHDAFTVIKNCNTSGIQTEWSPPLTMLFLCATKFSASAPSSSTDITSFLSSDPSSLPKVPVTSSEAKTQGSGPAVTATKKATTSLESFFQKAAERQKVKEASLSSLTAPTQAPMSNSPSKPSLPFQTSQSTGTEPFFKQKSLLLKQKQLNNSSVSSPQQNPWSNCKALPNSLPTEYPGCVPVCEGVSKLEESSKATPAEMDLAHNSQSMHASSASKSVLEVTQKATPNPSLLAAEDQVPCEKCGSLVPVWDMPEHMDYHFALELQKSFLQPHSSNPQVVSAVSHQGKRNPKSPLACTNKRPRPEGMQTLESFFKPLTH
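Pol eta at 10 nM preincubated with compounds 15 min at room temperature; reaction started with fluorescent substrate (50 nM final) and read kinetically at 0 and 10 min.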
POLI inh = inhibitors of human DNA polymerase iota; Pol iota fluorescent replication assay, 10 min; Potency, µM (series often up to 115 µM), for inactives: at the highest dose activity, negative = inhibition, hits mostly inhibitors; Q9UNA4; 1% of 390,000 active
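Pol iota at 10 nM preincubated 15 min with compounds at room temperature; reaction started with fluorescent substrate, 50 nM final. Fluorescence read kinetically at 0 and 10 min; buffer-only wells as negative control.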
APE1 inh = inhibitors of human APE1 endonuclease; 0.35% of 350,000 active; P27695; recombinant APE1, TAMRA/BHQ-2 abasic DNA cleavage fluorescence; Potency, µM (titrated, usually from 65.8 µM), without a hit: at the highest dose activity change, negative = inhibition, usual class: inhibitors;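 note: plate controls were vehicle for no effect and reference inhibitor for full effect; nearly all actives have a fitted effect of over 55% in size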
Target sequence (P27695 whole entry, looked up): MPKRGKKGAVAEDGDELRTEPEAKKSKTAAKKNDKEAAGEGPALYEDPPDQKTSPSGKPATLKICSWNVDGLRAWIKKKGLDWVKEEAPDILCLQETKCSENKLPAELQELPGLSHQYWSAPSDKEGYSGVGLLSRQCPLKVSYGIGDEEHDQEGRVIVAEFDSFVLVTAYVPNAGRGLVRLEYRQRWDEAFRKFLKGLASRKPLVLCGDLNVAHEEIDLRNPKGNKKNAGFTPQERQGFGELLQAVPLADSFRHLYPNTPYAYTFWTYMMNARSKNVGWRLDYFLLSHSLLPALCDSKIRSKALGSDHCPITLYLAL
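Activity was derived from the fluorescence gain between first and third kinetic reads (60 s intervals, ex 525/em 598 nm) after 50 nM THF-abasic TAMRA/BHQ-2 duplex was added to 0.75 nM APE1 preincubated 15 min with compound.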
Pol kappa inh = inhibitors of human DNA polymerase kappa; Q9UBT6; AID 588579; 0.53% of 400,000 active; Potency, µM (titrated, usually from 107 µM), for inactives: at the highest dose activity, negative = inhibition, hits mostly inhibitors; purified Pol kappa, fluorescent DNA synthesis assay, 10 min; note: % is set by controls: 0 for no effect and ±100 for the full control effect
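10 nM Pol kappa was preincubated with compounds for 15 min at room temperature. Reaction started with 50 nM (final) substrate. Fluorescence read kinetically at 0 and 10 min.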
BAZ2B block = blocks human BAZ2B; Q9UIF8; AlphaScreen BAZ2B-H3K14Ac peptide displacement; 4.4% of 360,000 active; AID 504333; Potency, µM (highest dose often 114 µM), without a hit: top-dose activity change, negative = inhibition, usual class: inhibitors; note: % is set by controls: 0 for no effect and ±100 for the full control effect; nearly all actives have a fitted effect of over 60% in size
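BAZ2B (50 nM) with biotin-H3(5-23)K14Ac peptide (50 nM) in PBS pH 7.4, 0.01% Tween-20, preformed 30 min, then compound 30 min at room temperature; top concentration 110uM. AlphaScreen streptavidin donor/nickel chelate acceptor beads (10 ug/mL final), 20 min dark, signal read.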
G9a inh = G9a (human) methyltransferase inhibition; 8.8% of 350,000 active; AID 504332; Q96KQ7; G9a H3K9 monomethylation, AlphaScreen, 2 h; Potency, µM (top dose mostly 102 µM), for the others: top-dose activity, negative = inhibition, most hits filed as inhibitors; note: % is set by controls: 0 for no effect and ±100 for the full control effect; nearly all actives have a fitted effect of over 75% in size
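Quantitative HTS format: methyltransferase activity on a biotin-tagged H3K9 peptide is measured by AlphaScreen, using a rabbit anti-monomethyl-H3K9 antibody with streptavidin donor and anti-IgG acceptor beads. Final levels are 20 nM enzyme, 500 nM peptide, 20 uM SAM; 2 h RT.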
Pol beta inh = DNA polymerase beta (human) inhibition; P06746; Pol beta primer extension/strand displacement, fluorescence kinetic; Potency, µM (top dose mostly 114 µM), for inactives: at the top dose activity change, negative = inhibition, usual class: inhibitors; 1.3% of 340,000 active; note: % is set by controls: 0 for no effect and ±100 for the full control effect
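10 nM enzyme + cpd, 15 min RT; start with substrate 50 nM final; read 0 min and after 10 min RT. Corrected, normalized data; 4-parameter Hill curve fit.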
BLM helicase inh = blocks DNA unwinding by human BLM helicase. Potency, µM (series often up to 56.1 µM), for inactives: top-dose activity change, negative = inhibition, hits mostly inhibitors. recombinant BLM DNA unwinding, fluorescence dequenching. 0.2% of 350,000 active. P54132. AID 2528;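 note: plate controls were vehicle for no effect and no enzyme for full effect; nearly all actives have a fitted effect of over 35% in size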
An asterisk follows results filed as active; u = inconclusive; x = not tested or not shown; & = joins results of further samples; [ ] = another dose, or the depositor's remark. Calls come from the whole dose curve; as a rule, active = well fitted curve in the direction sought with a large enough effect; inconclusive = small, poorly fitted or top-dose-only effect, or another doubt; inactive = no such curve, though single readings can be large; an effect the other way counts as inactive or inconclusive. Potency is the fitted concentration of half-maximal effect.

#	canonical_smiles	Pol beta inh	Pol eta inh	POLI inh	BAZ2B block	Pol kappa inh	APE1 inh	BLM helicase inh	G9a inh	Apoferritin bind
1	Cc1cccc(-c2nc(C)c(CCNC(=O)C(=O)Nc3ccc(C)c(C)c3)s2)c1	33%[activator]	-11%	7%	2%	-1%[60.1 µM]	x	-1%	22%[59 µM]	-9%
2	COCCN(C(=O)COC(=O)/C=C/c1nc2ccccc2s1)c1c(N)n(Cc2ccccc2)c(=O)[nH]c1=O	x	-12%	21%	-1%	8%	37%	x	-22%	x
3	CCc1ccc(NC(=O)Cn2cnc([N+](=O)[O-])c2)cc1	22%	-9%	1%	-4%	-5%	0%	0%	x	-6%
4	CC(C)(C)n1nnnc1C(c1ccc(C#N)cc1)N1CCCC2(CCCCC2)C1 (stereo unspecified)	-2%	-2%	u	-3%	1%	-4%	-2%	x	-5%
5	CCNC(=O)CC1C(=O)N(CC)C(=S)N1NC(=O)c1cccnc1 (stereo unspecified)	8%	-9%	16%	-9%	11%	15%	-2%	-1%[59 µM]	0%
6	CCc1ccccc1NC(=O)Cn1c(=O)n(Cc2ccc3c(c2)OCO3)c(=O)c2ccc(C(=O)NC3CCCCC3)cc21	14%	-8%	10%	x	1%	x	3%	42%[59 µM]	14%
7	CCCOc1ccc(-c2c(C(=O)N/N=C/c3cccs3)nnn2-c2nonc2N)cc1	-2%	-20%	1%	-3%	-1%	32%	-3%	12%	-22%
8	Cc1cccc(C)c1NC(=O)CNC(=O)CNC(=O)Cc1cccc2ccccc12	x	2%	23%	4%	-5%	47%[activator]	x	0%[59 µM]	x
9	COc1ccc(S(=O)(=O)N2CCOCC2)cc1NC(=O)COC(=O)C1CC1C (stereo unspecified)	x	-13%	2%	0%	3%	-15%	x	3%[12.7 µM]	x
10	COc1cc(/C=C/C(=O)OCC(=O)NC2CCCCCCC2)ccc1O	x	-19%	-17%	x	-4%	1%	x	x	x
11	CC(C)c1ccc(S(=O)(=O)c2cnc(=S)[nH]c2N)cc1	0%	-7%	26%	-2%	-7%	19%	-5%	-7%	2%
12	COc1cccc(C(=O)Nc2ccc(NC(=O)C3CC=CCC3C(=O)O)cc2)c1 (stereo unspecified)	-6%	-7%	78%[activator]	-2%	0%	8%	-8%	-9%[12.7 µM]	-1%
13	O=c1cc(N2CCCCC2)c(-c2ccccc2)n[nH]1	-2%	-18%	87%[activator]	-4%	7%	-4%	2%	-7%	8%
14	COc1cccc(/C(C)=N/NS(=O)(=O)c2ccc(Cl)cc2)c1	1%	-7%	25%	-10%	-17%	4%	-4%	13%[59 µM]	-15%
15	CN1CCN(C(=O)CSc2ccc(Cl)cc2)CC1	4%	-3%	113%[activator]	1%	-7%	-11%	-2%	-8%	-6%
16	O=C1CC(N2CCCc3ccccc32)C(=O)N1c1ccccc1Cl (stereo unspecified)	8%	-18%	17%	-6%	-5%	3%	-2%	u	u
17	COc1ccc(C(=O)C(O)C(c2ccc(C)cc2)N2CCOCC2)cc1OC (stereo unspecified)	14%	-22%	143%[activator]	3%	0%	8%	-3%	2%	-4%
18	O=C(NCCc1ccccc1)C1(S(=O)(=O)c2ccc(Cl)cc2)CC1	1%	-5%	46%[activator]	6%	-10%	23%	-2%	12%	-9%
19	CC(Sc1nc(N)c2c3c(sc2n1)CSC(C)(C)C3)C(=O)Nc1ccccc1 (stereo unspecified)	-1%	u	-15%	-7%	-6%	-3%	-8%	-20%	-4%
20	CN1CCCN(C(=O)c2ccc(Br)s2)CC1	4%	0%	4%	-6%	2%	2%	-3%	x	-4%
21	Cc1onc(-c2ccccc2)c1C(=O)NC(=S)NNC(=O)c1ccncc1	-5%	-12%	28%	2%	-4%	0%	-21%	4%[59 µM]	-9%
22	CN(C(=O)c1ccccc1OC1CCN(S(C)(=O)=O)CC1)C1CCOC1 (stereo unspecified)	5%	-17%	22%	-13%	-12%	-5%	-1%	22%[12.7 µM]	-2%
23	CC(=O)Nc1ccc(/C(C)=N/NS(=O)(=O)c2ccccc2)cc1	9%	-13%	7%	-23%	-5%	6%	-3%	u	-7%
24	Cc1nn(-c2ccccc2)c(N)c1N=Nc1cccc(S(=O)(=O)N2CCOCC2)c1	11%	-23%	53%[activator]	28µM*	-4%	u	-14%	u	-6%

Results in Pol beta inh, Pol eta inh and POLI inh (two entries from above):
# | SMILES | Pol beta inh | Pol eta inh | POLI inh
19 | CC(Sc1nc(N)c2c3c(sc2n1)CSC(C)(C)C3)C(=O)Nc1ccccc1 (stereo unspecified) | -1% | u | -15%
24 | Cc1nn(-c2ccccc2)c(N)c1N=Nc1cccc(S(=O)(=O)N2CCOCC2)c1 | 11% | -23% | 53%[activator]

More records
#	canonical_smiles	Pol beta inh	Pol eta inh	POLI inh	BAZ2B block	Pol kappa inh	APE1 inh	BLM helicase inh	G9a inh	Apoferritin bind
25	Cc1ccc(/C(N)=N/OC(=O)COc2ccccc2Cl)cc1	-12%	-16%	32%[activator]	259%[activator]	-5%	-3%	-4%	306%[activator]	-2%
26	CN(C(=O)CSC1=Nc2ccccc2C2=NC(c3ccccc3)C(=O)N12)C1CCCCC1 (stereo unspecified)	-16%	-5%	15%	u	-4%	2%	-17%	u	u
27	COc1ccc(C(=O)Nc2ccc(C3(C#N)CCCC3)cc2)cc1	10%	-16%	8%	-1%	-3%	u	-3%	2%	-5%
28	O=C(COc1ccc(F)cc1Cl)Nc1cccc(S(=O)(=O)N2CCCCCC2)c1	x	-8%	1%	13%	-17%	-4%	x	-6%[59 µM]	x
29	O=C(CCN1C(=O)c2ccccc2S1(=O)=O)Nc1ccccc1O	4%	-29%	12%	-1%	-9%	0%	-1%	3%	-1%
30	Cc1cnc(C(=O)Nc2cccc(-c3nnc4n3CCCCC4)c2)cn1	-4%	-3%	-8%	24%	3%	-2%	-1%	-11%[59 µM]	-19%
31	CCOc1ccccc1-c1nc(-c2cc3ccccc3nc2OC)no1	3%	u	23%	45%[activator]	-7%	-8%	-8%	28%[59 µM]	-11%
32	COc1ccccc1C(=O)c1c(N)c(-c2nc(-c3ccccc3)cs2)c2ccccn12	11%	x	22%	0%	5%	x	-4%	-6%[59 µM]	-11%
33	CC1CCCCN1c1nnc(NC(=O)Cn2c(=O)oc3ccccc32)s1 (stereo unspecified)	17%	-8%	-12%	6%	-15%	-6%	-1%	-8%	-8%
34	N#Cc1ccc(-c2nc3ccccc3nc2-c2ccccc2)cc1C#N	31%	-11%	17%	6%	-11%	23%	3%	23%[59 µM]	-7%
35	Cc1cc(Cl)c(S(=O)(=O)Nc2ccc3c(c2)OCCO3)cc1OCC(=O)NC1CCCCC1	-14%	-1%	-2%	-10%	-9%	-7%	-7%	12%[59 µM]	-7%
36	COc1ccc(OC)c(/C=C/C(=O)N2CCN(S(=O)(=O)c3cc(C)ccc3C)CC2)c1	x	-14%	15%	-1%	8%	8%	x	20%[12.7 µM]	x
37	C=CCOc1cccc(CNCCCN2CCOCC2)c1	2%	-11%	29%	-37%	-9%	-1%	5%	-9%[12.7 µM]	-6%
38	O=C(COC(=O)c1ccccc1C(=O)c1ccccc1)NCCc1ccc(Cl)cc1Cl	-1%	-24%	3%	-3%	4%	-2%	-11%	30%[59 µM]	-20%
39	Fc1cccc(-c2n[nH]c(=S)n2-c2ccccc2)c1	39%	10%	13%	-36%	-1%	27%	-6%	20%[0.501 µM]	-2%
40	COc1ccc(NC(=S)NNC(=O)C2CC2c2ccc(C)cc2)cc1 (stereo unspecified)	-13%	-14%	-11%	-4%	-11%	-1%	4%	45µM*	0%
41	Cc1ccc(S(=O)(=O)N2CCCCC2)cc1NC(=O)COC(=O)Cc1cccc(C(F)(F)F)c1	-19%	-12%	458%[activator]	6%	-16%	2%	-5%	-11%[59 µM]	-7%
42	CS(=O)(=O)c1ccc2sc(NC(=O)c3cc4ccccc4o3)nc2c1	40%	-19%	24%	-13%	1%	-3%	-8%	40µM*	-1%
43	Cc1ccccc1C1CC(c2ccccc2)Nc2ncnn21 (stereo unspecified)	84%	-17%	15%	-9%	13%	14%	-2%	-38%[59 µM]	-3%
44	COc1ccccc1N1CCN(CCCNc2c(C)c(=O)n(C)c(=O)n2C)CC1	15%[57.1 µM]	-5%[57.1 µM]	6%[58.9 µM]	x	-3%[60.1 µM]	3%&0%	x	46%[activator][12.7 µM]	x

Of the compounds above, these contain a Cl atom.
#	canonical_smiles	Pol beta inh	Pol eta inh	POLI inh	BAZ2B block	Pol kappa inh	APE1 inh	BLM helicase inh	G9a inh	Apoferritin bind
14	COc1cccc(/C(C)=N/NS(=O)(=O)c2ccc(Cl)cc2)c1	1%	-7%	25%	-10%	-17%	4%	-4%	13%[59 µM]	-15%
15	CN1CCN(C(=O)CSc2ccc(Cl)cc2)CC1	4%	-3%	113%[activator]	1%	-7%	-11%	-2%	-8%	-6%
16	O=C1CC(N2CCCc3ccccc32)C(=O)N1c1ccccc1Cl (stereo unspecified)	8%	-18%	17%	-6%	-5%	3%	-2%	u	u
18	O=C(NCCc1ccccc1)C1(S(=O)(=O)c2ccc(Cl)cc2)CC1	1%	-5%	46%[activator]	6%	-10%	23%	-2%	12%	-9%
25	Cc1ccc(/C(N)=N/OC(=O)COc2ccccc2Cl)cc1	-12%	-16%	32%[activator]	259%[activator]	-5%	-3%	-4%	306%[activator]	-2%
28	O=C(COc1ccc(F)cc1Cl)Nc1cccc(S(=O)(=O)N2CCCCCC2)c1	x	-8%	1%	13%	-17%	-4%	x	-6%[59 µM]	x
35	Cc1cc(Cl)c(S(=O)(=O)Nc2ccc3c(c2)OCCO3)cc1OCC(=O)NC1CCCCC1	-14%	-1%	-2%	-10%	-9%	-7%	-7%	12%[59 µM]	-7%
38	O=C(COC(=O)c1ccccc1C(=O)c1ccccc1)NCCc1ccc(Cl)cc1Cl	-1%	-24%	3%	-3%	4%	-2%	-11%	30%[59 µM]	-20%

This is a subset; the hit share may differ from the screen's.
